TRPN1 ag: zebrafish TRPN1 (NompC) channel agonism. HEK293 zebrafish TRPN1-YFP, Fluo-8 calcium fluorescence; 100% = response to 87 µM carbachol. activation, % at 3 µM. actives 0.18% (n = 220,000);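 active = activation above its plate's cutoff, the mean activation of test wells on that plate plus 3 SD, cut at about 19% in these data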;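 note: 0% = DMSO alone and 100% = 87 µM carbachol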
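System: zebrafish TRPN1-YFP in HEK293 cells / Dosing: 3 µM single point / Timing: dye loading 1 h at 37 °C, then 30 min room temperature / Signal: Fluo-8 calcium fluorescence, excitation 470-495 nm, emission 515-575 nm / Read-out basis: percent activation from peak over basal fluorescence ratio, control-normalized / Control set: high carbachol 87 µM, low DMSO alone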
EP2 mod: modulates human prostaglandin E2 receptor EP2 signaling; EP2-expressing cells, cAMP HTRF FRET, PGE2 co-stimulation; AID 940; induction, % at 25 µM; actives 0.83% (n = 260,000); P43116;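 active = compounds whose cAMP rise, as percent of the full-agonist control response, exceeds 60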;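 note: rat C6 glioma line stably carrying human EP2 under a CMV promoter; the protocol text gives 20 µM as final concentration; 100% = response of wells given 1 µM PGE2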
Target sequence (P43116 whole entry, looked up): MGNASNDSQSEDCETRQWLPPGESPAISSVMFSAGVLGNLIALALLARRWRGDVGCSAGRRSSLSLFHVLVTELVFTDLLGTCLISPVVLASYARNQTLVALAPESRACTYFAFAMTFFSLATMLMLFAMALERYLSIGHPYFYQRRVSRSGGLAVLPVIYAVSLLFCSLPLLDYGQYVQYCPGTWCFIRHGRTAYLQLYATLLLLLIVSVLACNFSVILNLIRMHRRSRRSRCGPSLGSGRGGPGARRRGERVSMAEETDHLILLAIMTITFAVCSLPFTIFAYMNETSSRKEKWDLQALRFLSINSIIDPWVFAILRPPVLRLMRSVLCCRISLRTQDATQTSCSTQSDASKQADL
S1P4 ag: agonists of human S1P4 receptor; O95977; S1P4-expressing cell line, agonist reporter assay; activation, % at 4.98 µM; actives 0.35% (n = 220,000); AID 1509; in the data active = activation above about 11%;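 note: 0% = DMSO vehicle and 100% = reference agonist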
CHOP inhibitor: CHOP inhibition in unfolded protein response. CHO-K1 CHOP-promoter luciferase, tunicamycin-induced, 15-18 h. inhibition, % at 10 µM. actives 3.8% (n = 220,000);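 active = compounds that reduced the stress-induced luciferase reporter signal by more than about 70% of percent inhibition, limit read from the data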;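 note: 0% = tunicamycin plus vehicle and 100% = wells without tunicamycin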
S1P4 antagonist: antagonists of human S1P4 receptor; O95977; S1P4-expressing cells, antagonist mode, reporter read-out; inhibition, % at 4.98 µM; actives 0.26% (n = 220,000); in the data active = inhibition above about 29%;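 note: 0% = wells stimulated with agonist and 100% = vehicle wells without agonist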
TRPML3 ag: agonists of human TRPML3 channel | Q8TDD5 | HEK293 TRPML3-YFP, Fluo-8 calcium fluorescence; 100% = the carbachol control signal | activation, % at 3 µM | actives 0.29% (n = 220,000);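 active = activation above its plate's cutoff, the mean activation of the plate's test wells plus 3 SD, cut at about 12% in these data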;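 note: 0% = DMSO only wells and 100% = carbachol wells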
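Test system: HEK293 cells stably carrying human TRPML3-YFP; Doses: single dose, 3 µM final nominal compound, 0.3% DMSO final; Schedule: dye loading 1 h 37 °C then 30 min ambient, 125 s read; Technique: Fluo-8 calcium fluorescence; Benchmarks: high control carbachol 87 µM, low control DMSO.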
NPY-Y2 PAM-ag: potentiates or activates human NPY-Y2 receptor; P49146; cells expressing NPY-Y2, potentiator/agonist read-out; activation, % at 3.6 µM; actives 0.45% (n = 220,000); in the data active = activation above about 27%;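 note: cells stimulated with NPY near EC25 plus isoproterenol at EC100; 0% = vehicle plus submaximal agonist and 100% = vehicle plus saturating agonist; some results beyond the cut were filed as inactive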
Target sequence (P49146 whole entry, looked up): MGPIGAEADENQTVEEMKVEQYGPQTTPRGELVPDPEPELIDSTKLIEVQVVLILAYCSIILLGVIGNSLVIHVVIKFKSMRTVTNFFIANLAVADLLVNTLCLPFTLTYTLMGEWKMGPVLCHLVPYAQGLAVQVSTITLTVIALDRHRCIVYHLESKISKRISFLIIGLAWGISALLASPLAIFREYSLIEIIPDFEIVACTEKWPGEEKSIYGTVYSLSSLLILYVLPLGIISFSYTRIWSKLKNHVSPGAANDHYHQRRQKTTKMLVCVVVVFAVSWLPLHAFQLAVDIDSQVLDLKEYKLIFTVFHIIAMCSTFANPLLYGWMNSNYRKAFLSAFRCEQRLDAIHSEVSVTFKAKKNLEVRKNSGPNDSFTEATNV
NPY Y1 blocker: antagonists of human neuropeptide Y receptor Y1; inhibition, % at 3.6 µM; AID 1040; actives 1% (n = 200,000); HEK293-CNG Y1 cells, membrane potential fluorescence; NPY at EC95, then isoproterenol;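 active = inhibition above the campaign mean inhibition of all tested compounds plus 3 SD, cut at about 20% in these data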;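 note: 0% = DMSO wells given NPY plus isoproterenol and 100% = isoproterenol alone without NPY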
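Material: HEK293 Y1/CNG channel cell line | Also added: NPY (25 nM), isoproterenol (1 µM), Ro 20-1724 (25 µM) | Compound: One concentration, 3.6 µM, in 0.4% DMSO | Schedule: 3 h dye uptake, 1 h room-temperature compound, 45 min post-isoproterenol | Signal: Membrane-potential fluorescent dye readout | Read-out: % inhibition of NPY effect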
NPY-Y1 PAM-ag: potentiators or agonists of human neuropeptide Y receptor Y1. activation, % at 3.6 µM. AID 1304. actives 0.37% (n = 220,000). NPY-Y1 expressing cells, potentiator/agonist activation; in the data active = activation above about 33%, passing the limit was not always enough;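 note: cells stimulated with NPY at EC10 then isoproterenol at EC100; 0% = low agonist plus stimulus and 100% = saturating agonist plus stimulus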
* marks the source's active call; other numbers are inactive results; x = no result given; & = joins results of further samples. Outcome played no part in choosing rows (roughly 6.5% active in at least one column).

SMILES	TRPN1 ag	EP2 mod	S1P4 ag	CHOP inhibitor	S1P4 antagonist	TRPML3 ag	NPY-Y2 PAM-ag	NPY Y1 blocker	NPY-Y1 PAM-ag
Cc1noc(C)c1COc1cccc(C(=O)Nc2ccc(C#N)cc2)c1	2.5	5	0.8	32	-5	3.0	-17	5	-12
COc1ccc(Cl)cc1NC(=O)CN1CCC(n2nnc3cc(F)ccc32)CC1	2.1	2&-14	-1.7	64	-8	0.9	2	2	-1
CC(C)CCn1nnnc1C(c1ccc(F)cc1)N1CCN(C(=O)c2ccco2)CC1 (stereo not drawn)	0.9	7	0.0	-24	-1	-0.1	-1	-1	-11
CCCCc1nc2ccccc2c(NC(=O)CN2CCN(C)CC2)c1CCC	-0.8	28	1.1	-1	9	1.2	-13	-6	-18
Cc1cc(C)c2c3c(sc2n1)C1(CCSCC1)C(C#N)=C(N)O3	0.9	9	-1.2	59	2	-0.1	12	-8	-3
Cc1ccc(Cl)cc1NC1=C/C(=N\S(=O)(=O)c2cccs2)c2ccccc2C1=O	-1.7	-14	0.4	109*	6	0.6	3	-2	37
CC(=O)Nc1ccc(S(=O)(=O)N(CCCN2CCOCC2)Cc2cccs2)cc1	1.2	5	1.9	3	0	0.4	2	2	-8
CC(C)n1nnnc1SCC(=O)NCc1ccc2c(c1)OCO2	-0.1	10	-1.1	21	-21	0.5	-7	5	-24
O=C(c1ccccc1)c1ccc(OCC(O)CN2CCN(Cc3ccccc3)CC2)cc1 (stereo not drawn)	6.5	-42	-0.3	10	8	2.5	-7	3	-49
COCCCNC(=O)Cn1nc(-c2ccc(C)cc2)ccc1=O	1.1	20	-2.0	4	-7	0.3	6	-1	12
C/C(=N\Nc1cccc(Cl)c1)C1(C)N(O)C(C)(C)C(c2ccco2)=[N+]1[O-] (stereo not drawn)	-0.9	-8	-0.1	4	-10	-0.3	17	x	29
CC(C)(C)c1ccc(OCC(=O)N2CCCCCC2)c(Br)c1	-2.4	-26	-0.1	50	-5	-1.0	-22	1	-5
O=C(N/N=C/c1ccco1)c1cccc(S(=O)(=O)Nc2ccccc2Cl)c1	0.8	-2	0.4	-9	6	0.2	19	3	4
COc1ccc(OC)c(S(=O)(=O)N2CCC(C(=O)N3CCOCC3)CC2)c1	1.2	36	-0.5	13	-1	0.4	-1	-2	10
CCn1c(-c2csc3c2CCCC3)n[nH]c1=S	-2.4	6	-0.4	14	-5	-0.2	-8	2	-4
CCOC(=O)/C(=N\Nc1cc(Cl)ccc1Cl)N1CCN(CC)CC1	1.2	16	0.2	17	7	0.7	-5	12	-8
O=C1c2ccccc2C(=O)C12OC2c1ccc(Cl)cc1 (stereo not drawn)	-1.1	-22	1.2	109*	-3	0.6	3	-3	17
COc1ccc([N+](=O)[O-])cc1NC(=O)CC1SC(=Nc2cccc(C)c2C)N(/N=C/c2cccc(OC)c2OC)C1=O (stereo not drawn)	2.2	2	-3.0	-3	8	0.4	-5	-4	11
O=C(NCc1ccc2c(c1)OCO2)c1cccnc1	2.3	9	1.8	8	-27	0.0	2	4	-21
Cn1c(SCC(=O)Nc2cccc(F)c2)nc2c([nH]c3ccccc32)c1=O	-0.5	-20	0.5	54	-11	1.4	5	0	6
C/C(=C\c1ccccc1)CN1CCN(c2ccccc2)CC1	0.4	13	0.4	58	0	-0.5	-22	19	-8
O=C(COC(=O)C12CC3CC(CC(C3)C1)C2)Nc1nc2c(F)c(F)c(F)cc2s1	-0.3	6	-1.1	95*	-6	-0.7	18	3	-19
N#C/C(=C\c1ccc(O)cc1)C(=O)N1CCCC1	0.8	3	1.3	11	-1	0.4	-5	x	11
O=C(C1=C[C@@H](c2ccc(Br)cc2)C[C@@H](OCCCCO)O1)N1CCN(Cc2ccccc2)CC1	-0.1	-25	-1.6	30	10	0.1	-20	-2	-24
COc1ccc(/C=N/NC(=O)c2cccnc2)cc1CSc1nc2ccccc2s1	1.8	-24	0.0	22	0	0.3	-11	-3	-29
COCCn1cc(C(=O)NCc2ccco2)c2c3ccccc3n(C)c2c1=O	0.2	-46	-0.7	14	-5	-0.1	-2	9	-22
O=C(CSc1ccsc1[N+](=O)[O-])NCCc1ccc(Cl)cc1	0.2	11	-1.4	22	1	0.7	-1	2	-18
O=c1[nH]c(-c2ccccc2O)nc2c1CCCC2	0.8	0	2.0	5	-10	1.0	10	1	12
Cc1nc(-n2[nH]c3c(c2=O)CCCC3)[nH]c(=O)c1Cc1ccccc1	6.9	6	1.7	-70	-11	2.8	0	-4	3
O=S(=O)(NCc1ccccc1Cl)c1cnc[nH]1	0.9	9	-0.1	12	8	0.2	15	4	-6
CCOC(=O)Cn1c(=NC(=O)c2ccc([N+](=O)[O-])s2)sc2ccccc21	1.2	18	0.1	81*	-15	0.0	16	5	1
COC(=O)c1cccc(NC(=O)CCSc2ccc(Cl)cc2)c1C	0.7	-19	-0.6	53	-5	-0.3	-13	1	-62
O=C1C(Cl)=C(N2CCCCCC2)C(=O)N1c1ccccc1	-1.5	3	0.3	51	8	-1.1	1	2	-52
O=C(Nc1ccc2c(c1)OCO2)c1cnc2n(c1=O)CCS2	-1.0	9	-1.0	-4	-4	0.8	-4	0	-11
COCCn1c(SCc2ccc(C(=O)OC)o2)nnc1-c1c[nH]c2ccccc12	1.6	-2	1.6	22	-5	0.9	-15	10	-4
C/C(=N\NC(=S)Nc1ccccc1C)c1cc2ccccc2o1	-1.1	-6	1.8	28	-8	0.1	-3	x	9
COc1ccccc1C(=O)N/C(=C/c1ccc(Br)cc1)C(=O)N1CCCC1	0.3	-2	1.1	-3	-19	0.5	16	1	6
CCOC(=O)Cc1csc(NC(=O)/C=C/c2ccc(OC)cc2)n1	9.0	-18	-1.5	-5	15	4.7	-4	-3	-11
CCOC(=O)c1cc(NC(=O)Nc2ccccn2)c(C)nc1C	3.6	-17	0.1	-5	-6	0.9	5	2	2
S=C(c1ccc(-c2ccc(Cl)cc2Cl)o1)N1CCCC1	-1.6	19	0.0	10	6	-0.3	11	x	5

Ordered by length of the SMILES (low to high): 15 of the compounds above.
SMILES	TRPN1 ag	EP2 mod	S1P4 ag	CHOP inhibitor	S1P4 antagonist	TRPML3 ag	NPY-Y2 PAM-ag	NPY Y1 blocker	NPY-Y1 PAM-ag
O=C(NCc1ccc2c(c1)OCO2)c1cccnc1	2.3	9	1.8	8	-27	0.0	2	4	-21
O=c1[nH]c(-c2ccccc2O)nc2c1CCCC2	0.8	0	2.0	5	-10	1.0	10	1	12
N#C/C(=C\c1ccc(O)cc1)C(=O)N1CCCC1	0.8	3	1.3	11	-1	0.4	-5	x	11
O=C1c2ccccc2C(=O)C12OC2c1ccc(Cl)cc1 (stereo not drawn)	-1.1	-22	1.2	109*	-3	0.6	3	-3	17
CCOC(=O)c1cc(NC(=O)Nc2ccccn2)c(C)nc1C	3.6	-17	0.1	-5	-6	0.9	5	2	2
CC(C)(C)c1ccc(OCC(=O)N2CCCCCC2)c(Br)c1	-2.4	-26	-0.1	50	-5	-1.0	-22	1	-5
COC(=O)c1cccc(NC(=O)CCSc2ccc(Cl)cc2)c1C	0.7	-19	-0.6	53	-5	-0.3	-13	1	-62
CCOC(=O)Cc1csc(NC(=O)/C=C/c2ccc(OC)cc2)n1	9.0	-18	-1.5	-5	15	4.7	-4	-3	-11
CCOC(=O)/C(=N\Nc1cc(Cl)ccc1Cl)N1CCN(CC)CC1	1.2	16	0.2	17	7	0.7	-5	12	-8
COCCn1cc(C(=O)NCc2ccco2)c2c3ccccc3n(C)c2c1=O	0.2	-46	-0.7	14	-5	-0.1	-2	9	-22
COc1ccccc1C(=O)N/C(=C/c1ccc(Br)cc1)C(=O)N1CCCC1	0.3	-2	1.1	-3	-19	0.5	16	1	6
O=C(N/N=C/c1ccco1)c1cccc(S(=O)(=O)Nc2ccccc2Cl)c1	0.8	-2	0.4	-9	6	0.2	19	3	4
O=C(c1ccccc1)c1ccc(OCC(O)CN2CCN(Cc3ccccc3)CC2)cc1 (stereo not drawn)	6.5	-42	-0.3	10	8	2.5	-7	3	-49
CCOC(=O)Cn1c(=NC(=O)c2ccc([N+](=O)[O-])s2)sc2ccccc21	1.2	18	0.1	81*	-15	0.0	16	5	1
C/C(=N\Nc1cccc(Cl)c1)C1(C)N(O)C(C)(C)C(c2ccco2)=[N+]1[O-] (stereo not drawn)	-0.9	-8	-0.1	4	-10	-0.3	17	x	29

Other structures.
SMILES	TRPN1 ag	EP2 mod	S1P4 ag	CHOP inhibitor	S1P4 antagonist	TRPML3 ag	NPY-Y2 PAM-ag	NPY Y1 blocker	NPY-Y1 PAM-ag
COC(=O)c1ccc(C(=O)OC)c(NC(=O)C2CC2)c1	0.4	14	-2.2	2	-16	0.0	-3	0	-28
Cc1[nH]c(=O)[nH]c(=O)c1S(=O)(=O)N1CCN(c2cccc(Cl)c2)CC1	0.3	19	-2.8	-6	-10	-0.3	1	-7	12
CCOc1ccc(N2C(=O)CC(N(Cc3ccco3)C(=O)CCC(=O)O)C2=O)cc1 (stereo not drawn)	0.3	-3	-1.3	-4	-7	-0.2	-10	-4	3
Cc1nn(CC(=O)NCc2ccccc2)c(=O)c2ccccc12	-0.2	-3	1.9	16	2	0.0	-5	1	-9
COc1ccc(C(=O)N/N=C(\C)Cn2cnc([N+](=O)[O-])n2)cc1	0.4	-10	0.7	34	-16	-0.2	-2	3	3
CCOP(=O)(OCC)c1nc(-c2cccc3ccccc23)oc1NCc1ccccc1	0.5	77*	-1.3	77*	-3	-0.6	2	5	-15
CCS(=O)(=O)N1CCN(c2ccc([N+](=O)[O-])c(NCC3CCCO3)c2)CC1 (stereo not drawn)	-1.2	-34	-0.8	-7	-14	-0.2	7	-6	17
COc1cc(S(=O)(=O)N2CCC(N3CCCCC3)CC2)ccc1-n1cnnn1	0.2	-52	1.8	33	-18	0.2	-1	7	-29
COCCNC(=S)NC1CC2CCCC(C1)N2Cc1ccco1 (stereo not drawn)	-0.7	-8&7	0.8	-1	-11	-0.5	-11	5	-13
Cc1ccc(NC(=O)c2cc(S(=O)(=O)NCCc3ccccc3)ccc2F)cc1Cl	1.5	-20	-1.0	84*	-21	0.8	9	5	18
COC(=O)c1cc2sccc2n1Cc1nc(-c2cccc(Cl)c2)oc1C	0.8	13	2.2	26	-25	-0.1	-10	0	2
Cc1ccc(Nc2nc(-c3sc(NC(=O)c4ccco4)nc3C)cs2)cc1	0.7	3	0.0	30	-4	-0.1	15	-9	12
COc1ccc2c(c1)sc(N)[n+]2Cc1cc(C)cc2cccnc12	-1.2	26	0.7	8	7	-0.7	-5	49*	-58
